High-throughput results (PubChem BioAssay)
Pol eta inh = blocks human DNA polymerase eta activity; recombinant Pol eta, fluorescent DNA replication assay; Q9Y253; Potency, µM (highest dose often 114 µM), without a hit: at the top dose activity change, negative = inhibition, hits mostly inhibitors; 390,000 compounds, 1.2% hits; also: % is scaled to controls: 0 for no effect and ±100 for the full control effect
Target sequence (Q9Y253 whole entry, looked up): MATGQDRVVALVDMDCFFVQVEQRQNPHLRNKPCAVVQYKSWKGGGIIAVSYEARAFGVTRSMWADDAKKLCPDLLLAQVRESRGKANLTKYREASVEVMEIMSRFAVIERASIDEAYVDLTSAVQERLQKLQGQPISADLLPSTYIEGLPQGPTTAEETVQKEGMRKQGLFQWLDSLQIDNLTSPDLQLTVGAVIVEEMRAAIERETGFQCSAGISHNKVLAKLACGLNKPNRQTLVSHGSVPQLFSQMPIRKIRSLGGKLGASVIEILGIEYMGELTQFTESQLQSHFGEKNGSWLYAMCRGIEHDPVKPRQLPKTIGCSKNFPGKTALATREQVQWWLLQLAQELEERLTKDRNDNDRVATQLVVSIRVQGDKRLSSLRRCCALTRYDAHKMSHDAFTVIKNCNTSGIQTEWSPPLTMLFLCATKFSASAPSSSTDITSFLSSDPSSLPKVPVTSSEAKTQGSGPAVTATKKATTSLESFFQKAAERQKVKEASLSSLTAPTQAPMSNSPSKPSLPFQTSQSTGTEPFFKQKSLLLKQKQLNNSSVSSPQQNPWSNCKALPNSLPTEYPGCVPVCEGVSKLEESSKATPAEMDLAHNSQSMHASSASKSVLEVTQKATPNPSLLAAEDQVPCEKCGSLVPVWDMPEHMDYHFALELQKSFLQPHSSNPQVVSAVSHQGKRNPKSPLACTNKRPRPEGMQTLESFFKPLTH
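Fluorescent replication assay: 50 nM final substrate added after a 15 min room-temperature compound preincubation with 10 nM enzyme. Signal taken at 0 min and again at 10 min.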
Pol kappa inh = blocks human DNA polymerase kappa activity | Q9UBT6 | purified Pol kappa, fluorescent DNA synthesis assay, 10 min | Potency, µM (highest dose often 107 µM), for inactives: top-dose activity, negative = inhibition, usual class: inhibitors | 400,000 compounds, 0.53% hits; also: % is scaled to controls: 0 for no effect and ±100 for the full control effect
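Fluorescent qHTS in 1536-well format: enzyme (10 nM) and compound sat 15 min at room temperature before 50 nM substrate (final) was added. Signal taken at 0 and 10 min; no-enzyme buffer wells were negative controls.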
Pol iota inh = inhibitors of human DNA polymerase iota | Potency, µM (titrated, usually from 115 µM), for inactives: at the top dose activity, negative = inhibition, hits mostly inhibitors | 390,000 compounds, 1% hits | Pol iota fluorescent replication assay, 10 min | Q9UNA4
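Fluorescent replication assay read twice, at 0 min and 10 min after adding 50 nM (final) substrate. Enzyme (10 nM) and compounds were first incubated 15 min at room temperature; enzyme-free buffer wells were negative controls.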
BAZ2B inh = inhibitors of human BAZ2B bromodomain. AlphaScreen BAZ2B-H3K14Ac peptide displacement. Potency, µM (series often up to 114 µM), without a hit: at the top dose activity change, negative = inhibition, usual class: inhibitors. 360,000 compounds, 4.4% hits; also: % is scaled to controls: 0 for no effect and ±100 for the full control effect; nearly all actives have a fitted effect of over 60% in size
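BAZ2B (50 nM) with biotin-H3(5-23)K14Ac peptide (50 nM) in PBS pH 7.4, 0.01% Tween-20, preformed 30 min, then compound 30 min at room temperature; top concentration 110uM. AlphaScreen streptavidin donor/nickel chelate acceptor beads (10 ug/mL final), 20 min dark, signal read.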
APE1 inh = inhibitors of human APE1 endonuclease; P27695; recombinant APE1, TAMRA/BHQ-2 abasic DNA cleavage fluorescence; Potency, µM (titrated, usually from 65.8 µM), for the others: at the top dose activity change, negative = inhibition, most hits filed as inhibitors; 350,000 compounds, 0.35% hits; AID 2517;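 also: plate controls were vehicle for no effect and reference inhibitor for full effect; nearly all actives have a fitted effect of over 55% in size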
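Quantitative HTS: incision of a TAMRA/BHQ-2 double-stranded substrate bearing a tetrahydrofuran abasic site by 0.75 nM APE1 raises fluorescence. Substrate 50 nM final, added after 15 min compound preincubation at room temperature; progress as third-minus-first kinetic read difference.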
G9a inh = G9a (human) methyltransferase inhibition; AID 504332; 350,000 compounds, 8.8% hits; Potency, µM (highest dose often 102 µM), for the others: at the top dose activity, negative = inhibition, usual class: inhibitors; G9a H3K9 monomethylation, AlphaScreen, 2 h; Q96KQ7; also: % is scaled to controls: 0 for no effect and ±100 for the full control effect; nearly all actives have a fitted effect of over 75% in size
Target sequence (Q96KQ7 913-1193 limits assumed): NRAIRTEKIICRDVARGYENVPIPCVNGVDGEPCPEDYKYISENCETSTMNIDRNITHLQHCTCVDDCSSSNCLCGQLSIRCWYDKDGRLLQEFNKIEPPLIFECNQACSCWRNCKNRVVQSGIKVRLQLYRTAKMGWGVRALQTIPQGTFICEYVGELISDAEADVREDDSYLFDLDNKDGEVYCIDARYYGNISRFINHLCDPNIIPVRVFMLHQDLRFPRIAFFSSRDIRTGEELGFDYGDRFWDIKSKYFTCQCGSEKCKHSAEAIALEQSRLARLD
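G9a (20 nM) was preincubated 15 min with compound, then reacted 2 h at room temperature with 500 nM biotin-H3K9 peptide and 20 µM SAM. Monomethyl-H3K9 detected by AlphaScreen using anti-H3K9me1 antibody.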
BLM helicase inh = inhibitors of human Bloom syndrome helicase BLM; 350,000 compounds, 0.2% hits; recombinant BLM DNA unwinding, fluorescence dequenching; Potency, µM (titrated, usually from 56.1 µM), for inactives: at the highest dose activity change, negative = inhibition, most hits filed as inhibitors;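 also: plate controls were vehicle for no effect and no enzyme for full effect; nearly all actives have a fitted effect of over 35% in size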
POLB inh = DNA polymerase beta (human) inhibition; P06746; Pol beta primer extension/strand displacement, fluorescence kinetic; Potency, µM (top dose mostly 114 µM), without a hit: top-dose activity change, negative = inhibition, most hits filed as inhibitors; 340,000 compounds, 1.3% hits; AID 485314; also: % is scaled to controls: 0 for no effect and ±100 for the full control effect
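Reaction started by 50 nM substrate onto compound-treated Pol beta (10 nM, 15 min preincubation, room temperature); plates read at 0 min and 10 min. Normalized concentration-effect data fitted by four-parameter Hill equation.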
Apoferritin bind = binds horse apoferritin like a general anesthetic. P02791. apoferritin/1-aminoanthracene competitive binding, fluorescence. Potency, µM (highest dose often 77.5 µM), without a hit: top-dose activity change, negative = displacement, actives largely listed as inhibitors. 350,000 compounds, 0.074% hits. AID 485281; also: % is scaled to controls: 0 for no effect and ±100 for the full control effect; nearly all actives have a fitted effect of over 20% in size
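Concentration-response curves derived by four-parameter Hill fitting of normalized fluorescence, where compounds displaced 1-AMA from 10 uM horse apoferritin following a brief 10 min room-temperature incubation; propofol titration acted as positive control.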
An asterisk follows results filed as active; u = inconclusive; x = not tested or not shown; & = joins results of further samples; [ ] = dose if it differs, or a comment. Calls follow the shape of the dose curve; as a rule, active = well fitted curve in the direction sought with a large enough effect; inconclusive = small, poorly fitted or top-dose-only effect, or another doubt; inactive = no such curve, though single readings can be large; an effect the other way counts as inactive or inconclusive. Potency is read from the fitted curve at half-maximal effect. Not all compounds are listed; rates above refer to the full screens.

Molecule,Pol eta inh,Pol kappa inh,Pol iota inh,BAZ2B inh,APE1 inh,G9a inh,BLM helicase inh,POLB inh,Apoferritin bind
O=C(Cc1ccc(F)cc1)NCCc1csc(-c2cccc(F)c2)n1,u,-13.1%[60.1 µM],31.1%[activator],4.2%,x,4.8%[59 µM],0.9%,-14.4%,2.3%
Cc1cc(C(=O)NCc2ccccc2Br)no1,-11.9%,-3.1%,23.7%,7.7%,13.8%,-26.9%[12.7 µM],0.5%,26.8%,-7.5%
COc1ccccc1NC(=O)CSc1nnnn1Cc1ccccc1,9.7%,-8.3%[60.1 µM],12.0%,1.0%,-1.1%,-2.6%[12.7 µM],-3.7%,22.3%,-6.6%
N#CC1=C(N)S[C@@H](C(=O)c2ccc(F)cc2)[C@@H]1c1cccs1,-4.4%,-12.1%,-2.4%,u,-0.2%,10µM*,-10.1%,0.0%,2.5%
C[C@H](CO)N1C[C@H](C)[C@@H](CN(C)S(=O)(=O)c2cccs2)Oc2c(NS(=O)(=O)c3cn(C)cn3)cccc2C1=O,-21.2%,-13.5%,14.2%,x,-7.6%,x,x,x,x
O=S(=O)(c1ccc2ccccc2c1)N1CCN(C(=S)Nc2ccc(F)cc2)CC1,-19.7%,-1.7%,-14.6%,-8.1%,4.6%,6.5%[59 µM],-5.8%,25.1%,4.2%
Cc1ccc(C)n1-c1ccc(-c2ccnc(N)n2)cc1,-1.0%,-8.7%,73.0%[activator],-36.6%,-0.1%,u,-3.7%,4.5%,-8.1%
C=CCON/C(CCC)=C1\C(=O)C(C(=O)OC)C(C)(C)CC1=NC (centres undefined),-11.8%,-4.5%,133.0%[activator],x,13.8%,-23.3%,3.8%,74.4%,-3.7%
COc1ccc(C(=O)N2CC(=O)Nc3ccc(F)cc3C2c2ccccc2)cc1 (centres undefined),-15.2%,7.4%,10.0%,-6.5%,5.8%,0.4%,-0.8%,-19.0%,-11.0%
CCOc1ccc(CNC(=O)CCn2nc(C)c3c(C)n(-c4ccccc4)nc3c2=O)cc1,-9.8%,10.4%,-17.7%,20.7%,x,13.0%[59 µM],2.0%,18.7%,30.2%[activator]
Cc1cc(C)n(CC(O)CN(c2ccccc2)S(=O)(=O)c2ccc3ccccc3c2)n1 (centres undefined),-21.6%,-3.4%,-15.4%,-11.6%,2.1%,u,-5.1%,1.4%,-10.8%
COc1cccc(N(CC(=O)N/N=C(\C)c2cccs2)S(C)(=O)=O)c1,-10.7%,-4.5%,8.9%,-5.6%,1.4%,-48.2%[59 µM],-0.6%,5.0%,-8.4%
CCN1C(=S)SC(=O)C1=C1C=C(C)N(CCOC)C(C)=C1,x,x,x,u,19.1%,u,-4.7%,23.8%,-12.5%
CC1CCN(CCC(=O)Nc2ccc(F)c(F)c2)CC1,-21.7%,-12.9%,43.0%[activator],-12.5%,10.1%,26.4%,-11.4%,15.2%,-2.2%
Clc1ccc(Nc2ccc(Cl)nn2)cc1,-18.5%,-6.6%,5.2%,0.6%,u,17.6%,-2.2%,-1.7%,-13.2%
COc1cc(O)c2c(=O)c(-c3ccc(O[C@@H]4O[C@H](CO)[C@@H](O)[C@H](O)[C@H]4O)cc3)coc2c1,-13.3%,-10.2%,131.8%[activator],2.0%,29.8%,8.9%,1.7%,1.3%,1.3%
COc1ccc(COC(=O)C2=C(C)NC(=O)NC2c2ccc(O)cc2)cc1 (centres undefined),-12.9%,-1.5%,4.9%,-3.6%,39.3%,u,-3.2%,0.3%,-7.7%
CC(=O)c1cc(-c2ccccc2)n(CCC(=O)NC2CCCCCC2)c1C,-5.9%,-6.6%,-4.3%,50.1µM*,-5.2%,-0.9%[59 µM],-0.5%,1.6%,-14.2%
O=S(=O)(NC1CCCCC1N1CCOCC1)c1ccc(Cl)cc1 (centres undefined),-8.2%,-3.6%,20.1%,0.1%,-0.2%,20.6%,-1.8%,1.3%,-11.3%
Cc1ccc(Cl)cc1NC(=O)c1cc(S(=O)(=O)N2CCCCCC2)cn1C,-15.8%,-12.2%[60.1 µM],4.3%,-7.1%,x,7.1%[59 µM],-7.5%,17.5%,4.1%
Cc1nc([N+](=O)[O-])nn1C12CC3CC(CC(Cl)(C3)C1)C2,-20.8%,-6.4%,24.7%,4.5%,-4.1%,-8.4%,-0.7%,16.4%,-10.0%
CCc1ccccc1NC(=O)C1(S(=O)(=O)c2ccc(C)cc2)CC1,-14.2%,-15.8%,3.0%,7.6%,15.5%,42.7%[activator],-5.9%,36.4%,2.0%
O=S1(=O)CCOC[C@H](c2ccccc2)N1Cc1ccccc1F,-12.0%,-8.7%&-17.7%,-13.4%&-24.0%,-6.1%,21.4%,-0.7%,-3.3%,6.7%,-13.1%
COc1ccc(CNC(=O)CCc2nc3cccnc3n2Cc2ccccc2)cc1,-13.3%,-14.6%,21.8%,-6.5%,x,-2.6%[59 µM],-2.2%,0.6%,46.2%
COc1ccccc1Oc1c(C)oc2c(CN3CCN(CCO)CC3)c(O)ccc2c1=O,-4.8%,3.0%,-4.6%,-1.2%,14.1%,18.3%[59 µM],0.6%,4.1%,138.2%[activator]
Cc1ccc(NC(=O)c2ccc(Cl)c(N3C(=O)CCC3=O)c2)cc1,2.5%,3.1%,8.0%,-5.4%,1.6%,32.3%,-4.7%,0.1%,-14.7%
Cc1nc([N+](=O)[O-])c(C(=O)OCc2ccccc2F)n1C,-18.4%,-11.8%,42.5%[activator],0.3%,-2.6%,u,2.1%,10.9%,-9.3%
COC(=O)Nc1ccc(OC)c(OC)c1,-2.0%,u,37.1%,2.5%,-0.1%,-0.3%[59 µM],1.3%,46.0%,-2.4%
CCC(C)(C)n1nnnc1C(c1ccccc1F)N1CCC(C(N)=O)CC1 (centres undefined),-8.9%,-11.8%,-6.9%,x,-1.0%,-6.2%[59 µM],1.4%,-10.1%,-12.3%
C[C@H](CO)N1C[C@H](C)[C@@H](CN(C)S(=O)(=O)c2ccc(F)cc2)Oc2ccc(NC(=O)c3ccncc3)cc2C1=O,-12.2%,1.7%,u,x,4.0%,x,x,x,x

The final four compounds of the section before lead into the next.
Molecule,Pol eta inh,Pol kappa inh,Pol iota inh,BAZ2B inh,APE1 inh,G9a inh,BLM helicase inh,POLB inh,Apoferritin bind
Cc1nc([N+](=O)[O-])c(C(=O)OCc2ccccc2F)n1C,-18.4%,-11.8%,42.5%[activator],0.3%,-2.6%,u,2.1%,10.9%,-9.3%
COC(=O)Nc1ccc(OC)c(OC)c1,-2.0%,u,37.1%,2.5%,-0.1%,-0.3%[59 µM],1.3%,46.0%,-2.4%
CCC(C)(C)n1nnnc1C(c1ccccc1F)N1CCC(C(N)=O)CC1 (centres undefined),-8.9%,-11.8%,-6.9%,x,-1.0%,-6.2%[59 µM],1.4%,-10.1%,-12.3%
C[C@H](CO)N1C[C@H](C)[C@@H](CN(C)S(=O)(=O)c2ccc(F)cc2)Oc2ccc(NC(=O)c3ccncc3)cc2C1=O,-12.2%,1.7%,u,x,4.0%,x,x,x,x
CCC(NC(=O)OCc1ccccc1)C(=O)Oc1ccc2ccc(=O)oc2c1 (centres undefined),-2.5%,0.6%,u,-0.1%,-11.2%,7.7%[0.501 µM],-4.4%,3.8%,343.1%[activator]
Cc1coc2cc3oc(=O)c(CC(=O)NCc4cccc(Cl)c4)c(C)c3cc12,-10.5%,-9.1%,-9.5%,-4.0%,x,-32.5%[59 µM],-2.3%,-22.0%,-9.4%
COC(=O)c1cc(=O)n(Cc2ccco2)c(=Nc2ccc(F)c(Cl)c2)s1,-14.5%,-2.6%,-20.8%,u,-3.1%,35.5µM*,-13.3%,5.8%,u
Cc1ccccc1-n1c(-c2ccncc2)n[nH]c1=S,-7.3%,-3.5%,2.6%,-36.2%,1.7%,u,-0.8%,-27.5%,-18.0%
COc1cc(CN(C(=O)c2ccc(OC(C)C)cc2)C2CCS(=O)(=O)C2)cc(OC)c1OC (centres undefined),-17.3%,-26.5%,10.0%,6.4%,x,-2.6%[59 µM],-0.5%,-1.5%,-0.8%
CCOC(=O)C1CCN(Cc2cc(C(C)(C)C)c(O)c(C(C)(C)C)c2)CC1,-23.1%,5.8%,7.5%,-25.2%,0.0%,56.2µM*,0.9%,5.4%,-13.7%
Fc1ccc(Nc2nc(NCc3ccco3)c3ccccc3n2)cc1,-7.8%,-9.8%,-18.4%,u,-5.8%,x,-18.4%,-17.7%,5.3%
CC1CCN(C(=O)C2CCN(S(=O)(=O)N3CCC4(CC3)OCCO4)CC2)CC1,-6.3%,5.5%,-1.1%,-1.6%[57.1 µM],63.0%[activator],-9.2%,-1.6%,-21.3%,-19.4%
O=C1C=CN2CCCC2CC1 (centres undefined),-6.6%,-6.2%,19.8%,x,5.1%,x,x,x,x
Cc1ccc(C)c(N2CCN(C(=O)CCNS(=O)(=O)c3ccc4c(c3)oc(=O)n4C)CC2)c1,-21.9%,-1.4%,24.3%,-18.7%,-4.9%,11.2%,-3.2%,6.7%,-8.5%
O=C(Nc1ccc2c(c1)CCC2)c1cnccn1,-7.9%,-3.8%,7.3%,2.7%,-1.4%,53.1%[activator][59 µM],2.8%,-24.5%,-10.3%
O=C(Nn1cnnc1)c1ccncc1,-10.7%,-8.8%,25.1%,2.0%,-3.7%,u,-5.5%,2.0%,-9.6%
CCc1ccc(OCC(=O)Nc2ccncc2)c(Br)c1,-11.1%,0.9%,50.2%[activator],6.6%,-7.3%,18.8%[0.501 µM],1.3%,-2.4%,-9.1%
O=C(c1ccc2ccccc2c1)N1CCc2ccccc21,-7.3%,-7.2%,16.2%,12.3%,76.2%[activator],12.8%,-2.1%,1.8%,-3.3%
